Screening results deposited in PubChem BioAssay by Sanford-Burnham Center for Chemical Genomics.
A3G deaminase – APOBEC3G (human) deaminase inhibition. Q9HC16. recombinant A3G, ssDNA deamination FAM/TAMRA fluorescence. inhibition, % at 20 µM. 330,000 compounds, 0.28% hits;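 active means inhibition of at least 40% at 20 µM, with no more than 30% in the related APOBEC3A deaminase screen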;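 further: plate controls were DMSO wells with A3G for no effect and wells lacking A3G enzyme for full effect; some compounds called inactive have numbers as strong as hits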
Target sequence (Q9HC16 whole entry, looked up): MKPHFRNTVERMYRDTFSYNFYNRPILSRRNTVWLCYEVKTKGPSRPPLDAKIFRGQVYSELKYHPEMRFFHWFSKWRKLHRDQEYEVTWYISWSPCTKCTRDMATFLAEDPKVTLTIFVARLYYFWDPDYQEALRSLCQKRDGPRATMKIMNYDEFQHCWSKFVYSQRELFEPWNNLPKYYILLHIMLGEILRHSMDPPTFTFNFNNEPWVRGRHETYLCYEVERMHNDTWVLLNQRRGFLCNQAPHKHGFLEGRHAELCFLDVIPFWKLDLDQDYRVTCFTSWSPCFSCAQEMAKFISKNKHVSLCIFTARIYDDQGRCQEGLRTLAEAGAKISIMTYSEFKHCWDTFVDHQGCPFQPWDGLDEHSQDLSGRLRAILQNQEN
A3A deaminase – human APOBEC3A DNA deaminase inhibition; P31941; recombinant A3A, FAM/TAMRA ssDNA deamination fluorescence; inhibition, % at 20 µM; 330,000 compounds, 0.41% hits;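 active means at least 40% inhibition at 20 µM here, with at most 30% in a related deaminase screen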;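 further: plate controls were A3A with DMSO for no effect and wells lacking A3A enzyme for full effect; some results filed as inactive read as strong as hits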
Target sequence (P31941 whole entry, looked up): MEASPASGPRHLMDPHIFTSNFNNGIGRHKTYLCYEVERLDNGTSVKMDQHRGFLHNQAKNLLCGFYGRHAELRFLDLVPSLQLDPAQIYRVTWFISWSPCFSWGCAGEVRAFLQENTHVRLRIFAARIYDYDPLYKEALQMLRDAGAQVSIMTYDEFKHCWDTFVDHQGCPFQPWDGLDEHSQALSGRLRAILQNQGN
hIAP activ – increases human intestinal alkaline phosphatase activity; P09923; purified human IAP, CDP-Star luminescence, 30 min; stronger effect = higher value; 1 = vehicle-only enzyme, 0 = enzyme-free background; activation factor at 10 µM; 330,000 compounds, 0.16% hits;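 active means activation factor of the enzyme at least 2-fold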; further: the source names both 10 and 20 µM as test concentration; values of inactives mirror those of a sister screen read the other way
Target sequence (P09923 whole entry, looked up): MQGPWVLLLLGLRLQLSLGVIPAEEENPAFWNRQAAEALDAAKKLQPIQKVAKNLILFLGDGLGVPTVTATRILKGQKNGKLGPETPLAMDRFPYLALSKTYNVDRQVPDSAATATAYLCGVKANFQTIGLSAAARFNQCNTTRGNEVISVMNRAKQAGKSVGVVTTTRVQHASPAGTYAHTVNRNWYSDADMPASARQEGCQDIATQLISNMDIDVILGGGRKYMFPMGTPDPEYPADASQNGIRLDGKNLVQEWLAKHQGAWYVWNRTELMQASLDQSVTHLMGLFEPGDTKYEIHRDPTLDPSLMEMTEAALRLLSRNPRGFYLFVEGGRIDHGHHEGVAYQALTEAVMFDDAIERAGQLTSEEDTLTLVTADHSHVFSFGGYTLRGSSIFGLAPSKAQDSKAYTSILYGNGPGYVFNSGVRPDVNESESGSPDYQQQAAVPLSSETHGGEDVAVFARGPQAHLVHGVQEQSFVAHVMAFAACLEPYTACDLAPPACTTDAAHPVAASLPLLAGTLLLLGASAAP
mIAP inh – mouse IAP inhibition; 330,000 compounds, 0.2% hits; inhibition, % at 10 µM; purified mouse IAP, CDP-Star luminescence, 30 min;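 active means inhibition of at least 40% at 10 µM in the primary screen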;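 further: plate controls were DMSO with enzyme for no effect and no enzyme wells for full effect; values of inactives mirror those of a sister screen read the other way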
hIAP block – blocks human intestinal alkaline phosphatase | P09923 | purified IAP, CDP-Star luminescence, 30 min | inhibition, % at 10 µM | 330,000 compounds, 0.12% hits | AID 2544;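 active means inhibition reaching a set limit with compound at 10 µM in the primary screen, cut at about 35% in these data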;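 further: plate controls were DMSO wells with enzyme for no effect and no-enzyme buffer wells for full effect; values of inactives mirror those of a sister screen read the other way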
beta cell repl – MIN6 beta-cell proliferation induction. 330,000 compounds, 0.29% hits. MIN6 cells proliferation, ATPlite luminescence, 48 h; cells starved in 0.2% serum; 100% = growth in 10% serum. proliferation, % at 10 µM. AID 2380;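 active means compounds whose signal lies at least 3.5 SD above the mean of all wells on their plate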;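 further: 0% = DMSO-treated cells in low-serum medium and 100% = 10% serum control; some compounds called inactive have numbers as strong as hits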
mIAP act – increases mouse intestinal alkaline phosphatase activity | muIAP, CDP-Star luminescence, 30 min; stronger effect = higher value; 1 = vehicle-only enzyme signal, 0 = enzyme-free wells | activation factor at 10 µM | 330,000 compounds, 0.24% hits;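 active means activation factor of at least 2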; further: the source names both 10 and 20 µM as test concentration; values of inactives mirror those of a sister screen read the other way
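Assay system: mouse IAP enzyme / Compound: DMSO-dissolved test compounds / Timing: 30 min, room temperature / Measured by: luminescence from enzymatic CDP-Star hydrolysis / Control set: DMSO-only wells, enzyme-free buffer wells as negative control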
MPTP block – inhibitors of mitochondrial permeability transition pore. isolated mouse mitochondria, Ca2+ swelling absorbance, 30 min. inhibition, % at 10 µM. 360,000 compounds, 1.4% hits. AID 602449;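 active means inhibition of 50% or more, scaled per plate between neutral and stimulator controls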;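 further: 0% = DMSO wells given calcium and 100% = 1 mM EGTA wells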
GRIN3A LBD mod – modulates the human NR3A ligand-binding domain; Tm shift relative to glycine control, % at 25 µM; 340,000 compounds, 2.5% hits; NR3A LBD differential scanning fluorimetry, Tm shift; 0% = protein alone, 100% = glycine-bound protein; AID 1259313;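 active means melting temperature shift of at least 10% of the positive control shift, at one fixed dose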
The depositor's hits bear a star; nt = not tested or not shown.

SMILES	A3G deaminase	A3A deaminase	hIAP activ	mIAP inh	hIAP block	beta cell repl	mIAP act	MPTP block	GRIN3A LBD mod
O=C1C2C(C(=O)N1CCc1ccccc1)C1C=CC2C12CC2 (centres undefined)	0.5	1.3	1.14	1.7	-14.2	0.9	0.983	0.7	-2.5
COc1cc([C@@H]2CC=C(C(=O)O)[C@H](c3ccc(Cl)cc3)N2S(=O)(=O)c2ccc(C)cc2)cc(OC)c1OC	-5.8	-1.0	1.14	0.0	-14.0	0.5	1	-0.8	-1.1
CCCCn1c(SCC(=O)N2c3ccccc3Sc3ccccc32)nc2c1c(=O)n(C)c(=O)n2C	-2.1	2.6	1.14	-0.9	-13.7	-6.0	1.01	-8.9	-0.2
COc1ccc2cc(C(c3nnnn3C(C)(C)C)N3CCc4ccccc4C3)c(=O)[nH]c2c1 (centres undefined)	0.2	-0.9	0.839	0.3	16.1	-2.0	0.997	nt	nt
Cc1ccc(-c2[nH]c3ccccc3c2SCCN)cc1	3.4	-3.3	1.1	-26.9	-10.2	-4.7	1.27	3.9	0.8
O=C(COC(=O)c1ccc(S(=O)(=O)NCc2ccco2)cc1)Nc1ccc(Cl)cn1	8.3	24.4	1.13	8.3	-13.4	-0.9	0.917	1.2	0.7
CCOC(=O)Cc1csc(NC(=O)c2cnc3scc(C)n3c2=O)n1	-5.2	-5.8	1.27	-2.0	-27.4	-0.9	1.02	1.1	-2.2
Cc1ccc(OC(C)C(=O)Nc2ccncc2)cc1 (centres undefined)	-8.0	-5.6	0.897	1.4	10.3	0.6	0.986	1.7	0.1
O=C(C1=C(O)C(=O)N(CCCN2CCOCC2)C1c1ccc(Cl)cc1)c1cc2ccccc2o1 (centres undefined)	-8.8	-12.5	0.951	12.0	4.9	-4.4	0.88	nt	0.7
N#CC1=C(S)N(c2ccccc2)C(c2ccc(-c3cccc(Cl)c3)o2)NC1=O (centres undefined)	-7.5	-4.2	0.808	17.4	19.2	2.7	0.826	6.1	0.7
CSc1nc2c(c(=O)n1Cc1ccccc1)SC(C)C2 (centres undefined)	-0.5	-0.4	1.28	-6.3	-27.8	3.0	1.06	0.3	0.3
C=CCNC(=O)CN1CCN(Cc2ccc3c(c2)OCO3)CC1	-4.8	-4.0	1.13	-6.7	-12.6	-3.0	1.07	0.0	-1.4
Cn1nc(C(C)(C)C)c([N+](=O)[O-])c1C(=O)N1CCCCCC1	-8.1	-3.4	1.12	-1.3	-12.3	-1.7	1.01	-0.5	-0.1
CC(=O)c1c(N)nc2n(c1=O)CCCCC2	-1.2	0.3	1.07	-6.2	-6.8	-3.4	1.06	-1.6	-1.9
Nc1c(C(=O)N/N=C/c2ccc([N+](=O)[O-])cc2)cnn1-c1ccccc1	-5.3	-2.4	0.966	1.6	3.3	-2.9	0.984	1.5	-1.9
COc1cccc(-c2sc3ccc(OC)cc3c2-c2ccc(O)cc2)c1	-2.9	3.6	0.931	7.0	6.9	-7.2	0.93	3.3	5.9
Cc1ccc2c(c1)[C@H]1OCC[C@H]1[C@@H](c1ccncc1)N2	5.2	-3.6	1.09	-3.9	-8.8	-4.6	1.04	-1.1	-1.0
Cc1ccc2oc(C(=O)NCC(c3ccco3)N(C)C)c(C)c2c1 (centres undefined)	4.4	3.9	0.665	-4.5	33.5	-2.2	1.04	-1.0	0.3
CCOC(=O)C(NCc1ccccc1OC)(NC(=O)c1ccccc1)C(F)(F)F (centres undefined)	1.9	-1.0	0.982	8.2	1.8	0.0	0.918	0.0	2.0
O=S(=O)(c1ccc(Cl)cc1)N1CCCC(c2nc(-c3ccc(F)cc3)no2)C1 (centres undefined)	-15.6	-6.1	0.967	-4.5	3.3	-5.3	1.04	1.8	1.9
CC1(C(=O)CSc2nc3ccccc3s2)CCC(=O)O1 (centres undefined)	5.9	-4.7	1.06	11.0	-6.3	-2.8	0.89	-0.4	0.9
Cc1cc(C)c(NC(=O)CN(c2ccccc2)S(=O)(=O)N(C)C)c(C)c1	-3.6	8.9	0.95	3.5	5.0	0.8	0.965	-1.9	2.8
O=C(NCc1ccccn1)c1cc(-c2ccc(Cl)cc2)nc2ccccc12	0.2	-1.0	0.887	5.8	11.3	0.0	0.942	0.0	9.9
O=C(Nc1ccccc1O)C(c1ccccc1)c1ccccc1	-9.1	-2.2	1.01	1.9	-0.9	-6.5	0.981	83.0*	-15.2
O=c1cc(N2CCc3ccccc3C2)[nH]c(=O)n1Cc1ccc(F)cc1	-8.1	13.4	1.09	-6.0	-8.6	-2.2	1.06	-1.1	-4.6

Molecules above that have an NH in an aromatic ring (three):
SMILES	A3G deaminase	A3A deaminase	hIAP activ	mIAP inh	hIAP block	beta cell repl	mIAP act	MPTP block	GRIN3A LBD mod
COc1ccc2cc(C(c3nnnn3C(C)(C)C)N3CCc4ccccc4C3)c(=O)[nH]c2c1 (centres undefined)	0.2	-0.9	0.839	0.3	16.1	-2.0	0.997	nt	nt
Cc1ccc(-c2[nH]c3ccccc3c2SCCN)cc1	3.4	-3.3	1.1	-26.9	-10.2	-4.7	1.27	3.9	0.8
O=c1cc(N2CCc3ccccc3C2)[nH]c(=O)n1Cc1ccc(F)cc1	-8.1	13.4	1.09	-6.0	-8.6	-2.2	1.06	-1.1	-4.6

(next part)
SMILES	A3G deaminase	A3A deaminase	hIAP activ	mIAP inh	hIAP block	beta cell repl	mIAP act	MPTP block	GRIN3A LBD mod
Cc1nc2ccccc2n1CCc1nc2c3ccccc3nc(SCC#N)n2n1	-9.7	-4.2	0.841	5.6	15.9	2.1	0.944	nt	nt
CC(=O)c1ccc(OCCCC(=O)OCC(=O)N2CCN(c3ccccc3)CC2)cc1	-2.8	0.3	1.27	-4.8	-26.7	-1.6	1.05	2.4	-0.3
Cc1ccc(S(=O)(=O)N(C)C)cc1NC(=O)Cn1c(CN2CCOCC2)nc2ccccc2c1=O	-7.3	-0.7	1.13	-8.5	-12.7	-3.0	1.08	-0.6	-1.0
Cc1nc(Cl)cc(N/N=C/c2ccc(O)cc2O)n1	-5.7	-1.2	1.66	27.2	-65.8	-1.3	0.728	1.9	18.9*
Cc1ccccc1N1C(=O)C2C3CCC(O3)C2C1=O (centres undefined)	-2.0	-7.3	1.1	2.0	-10.5	-2.5	0.98	-0.3	1.4
CC(CNC(=O)Cn1ccc2cc(S(=O)(=O)N3CCCC3)ccc21)c1ccccc1 (centres undefined)	-4.6	-3.4	0.846	-2.3	15.4	0.0	1.02	-1.4	-1.0
COc1cc(C2CC(=O)c3c(ccc4ccccc34)N2)ccc1O (centres undefined)	-3.3	2.3	0.856	-15.0	14.4	-3.2	1.15	-0.7	-1.9
COC(=O)c1ccc(CNC(=O)COC(=O)c2cc(Cl)ccc2O)cc1	-3.9	0.4	0.919	-4.0	8.1	3.6	1.04	-1.8	3.0
COc1ccc(/C=C2/C(=N)N3N=C(CC(=O)N4CCCC4)SC3=NC2=O)cc1OC	-1.2	-3.0	1	5.4	-0.3	3.2	0.946	-1.6	3.7
Fc1cccc(NC(=S)N2CCN(c3ccccn3)CC2)c1	-8.7	-1.0	0.889	0.8	11.1	-2.8	0.992	0.1	1.1
COc1ccccc1NS(=O)(=O)c1cc(NC(=O)CN2C(=O)NC3(CCCC3)C2=O)ccc1C	-0.1	0.0	0.975	-4.0	2.5	-3.4	1.04	1.2	3.9
COc1ccc(SCCc2ccncc2)cc1	-4.0	-0.6	0.94	-3.8	6.0	-3.7	1.04	0.8	0.9
Cc1cc(C)c(NC(=O)CN(C)C(=O)c2ccc(OCc3ccccc3)cc2)c(C)c1	-4.0	-4.5	0.864	-11.3	13.6	-1.9	1.11	-0.1	-1.2
CCCOc1ccc2cc(-c3ccccn3)c(=O)oc2c1	-5.8	-4.8	0.957	11.8	4.3	-5.2	0.882	2.4	-1.4
Cc1ccc(NC(=O)NCC2CC2(Cl)Cl)cc1 (centres undefined)	2.7	1.9	1.03	-23.4	-3.0	-0.8	1.23	-0.3	-1.6
CCOc1ccc(C(=O)NC2CCN(C(=O)N3CCCC3)CC2)cc1	-1.7	-8.8	1.13	7.6	-13.0	3.1	0.924	-5.6	-0.9
COc1ccc(C)cc1NC(=O)c1cccc(C(=O)Nc2cc(C)ccc2OC)c1	-9.2	-4.1	0.889	7.1	11.1	-2.6	0.929	0.5	-10.1
Cc1ccc(OCCOc2ccc(Cl)cc2Cl)c([N+](=O)[O-])n1	-4.6	-1.4	0.799	14.4	20.1	-2.9	0.856	1.4	0.4
COc1ccc(CCN2C(=O)C(Oc3ccccc3C)C2c2ccc3c(c2)OCO3)cc1 (centres undefined)	-3.6	-0.8	1.04	-9.5	-3.7	-4.8	1.09	1.2	0.4
Cn1c(=O)c(=O)n(C)c2cc(S(=O)(=O)N3CCC(Cc4ccccc4)CC3)ccc21	-12.6	-7.7	0.936	-1.3	6.4	-2.3	1.01	4.2	-4.1
COc1ccc(F)c(CN2CCN(CCc3ccccc3)C(CCO)C2)c1 (centres undefined)	1.2	-0.5	1.2	0.2	-20.2	-2.3	0.998	0.4	2.8
c1ccc(NCc2ccncc2)cc1	-0.9	-6.2	0.897	-5.7	10.3	-3.7	1.06	0.1	0.2
CC(C)C(=O)N1CCN(c2ccccc2NC(=S)NC(=O)c2ccco2)CC1	-8.3	-7.8	0.934	3.1	6.6	-1.7	0.969	0.4	-0.9
CC1(C)OC(=O)N(CCC(=O)Nc2cccc(F)c2)C1(C)O (centres undefined)	0.3	3.8	0.895	12.0	10.5	-0.5	0.88	-0.2	-3.7
COc1ccc(Cn2c(C)nc3ccc([N+](=O)[O-])cc3c2=O)cc1	-0.5	22.9	1.17	4.5	-16.7	-0.8	0.955	2.6	3.5
New compounds follow.
SMILES	A3G deaminase	A3A deaminase	hIAP activ	mIAP inh	hIAP block	beta cell repl	mIAP act	MPTP block	GRIN3A LBD mod
COc1ccc2nc3oc(C(=O)NCc4cccs4)cc3cc2c1	13.7	7.4	1.12	1.7	-12.2	4.5	0.983	0.1	-3.0
COc1cccc(NC(=O)C2COc3ccccc3O2)c1 (centres undefined)	4.0	10.3	1.01	-1.0	-0.6	-4.2	1.01	0.4	-1.4
CCCC1=C(C(=O)OCC)C(c2c(C)nn(-c3ccccc3)c2Cl)C(C#N)=C(N)O1 (centres undefined)	-4.7	-1.6	1.12	-4.2	-12.0	0.7	1.04	1.6	-1.5
CCOc1ccc(C2C3=C(CC(C)(C)CC3=O)N(CC(=O)O)C3=C2C(=O)CC(C)(C)C3)cc1OCC	7.9	-6.9	0.946	2.0	5.4	-0.9	0.98	0.1	0.7
Cc1ccc(Nc2nc(N)nc(CSc3ncccn3)n2)cc1	-1.3	-1.2	0.914	7.3	8.6	-3.3	0.927	-0.3	-0.4
COC(=O)c1ccc(NC(=O)c2ccc3c(c2)NC(=O)C2CCCN32)cc1 (centres undefined)	0.1	2.6	1.06	8.3	-6.2	-4.7	0.917	nt	nt
CCOC(=O)N1CCN(S(=O)(=O)c2ccc3[nH]c(=O)oc3c2)CC1	-5.1	1.9	0.864	17.0	13.6	-2.8	0.83	0.5	-2.6
CCn1cc(CN2CCC(n3nccc3NC(=O)CCCc3ccccc3)CC2)c(C)n1	-5.3	-1.6	1.26	-22.3	-25.6	-0.1	1.22	0.0	0.4
CCn1c(=O)c2sccc2n(CC(=O)NC2CCCCC2)c1=O	-8.8	-2.6	0.875	-1.5	12.5	-0.1	1.01	0.4	-1.8
COc1ccccc1CNC(=O)CN(C)S(=O)(=O)c1ccc2c(c1)c(=O)n(C)c(=O)n2C	-8.8	-4.1	1.09	5.2	-8.7	-1.8	0.948	2.4	0.3
COc1ccccc1CN(C)CC(=O)Nc1cccc2ccccc12	-5.4	-0.1	0.968	2.2	3.2	0.0	0.978	-0.4	-2.2

Hits appear at their usual frequency (roughly 5% active in at least one column).
